Large T inhibition: SV40 large T antigen inhibitors, biochemical (AID 1903); SV40 large T antigen ATPase/helicase inhibition assay; higher % means a stronger effect; inhibition, % at 20 µM; hits with a dose series show IC50 in µM; actives 0.39% (n = 310,000); in the data active = a potency from the dose series; inconclusive = inhibition mostly from about 32% at the one dose, without a potency; inactive = the rest, 99 in 100 with inhibition below about 32%; note: strong numbers were not always called active
NS5 inhibitors: Dengue-2 NS5 methyltransferase inhibitors, primary screen, biochemical, confirmation dose response (AID 588689). Genome polyprotein (Dengue virus type 2 (strain 16681-PDK53)). Dengue-2 NS5 methyltransferase capping enzyme assay, biochemical; higher % means a stronger effect. inhibition, % at 25 µM, or IC50 in µM where a hit was titrated. actives 0.3% (n = 340,000); in the data active = a potency from the dose series; inconclusive = inhibition above about 29% without an active follow-up result
West Nile antiviral: West Nile virus antiviral activity, cell-based, CPE readout (AID 1621); West Nile virus-infected cells, CPE inhibition; higher % means a stronger effect; CPE inhibition, % at 10 µM; hits with a dose series show IC50 in µM; actives 0.02% (n = 290,000); in the data active = a potency from the dose series; inconclusive = CPE inhibition mostly from about 3.7% at the one dose, without a potency; inactive = the rest, 99 in 100 with CPE inhibition below about 2.2%; note: strong numbers were not always called active
Salmonella PhoP GFP: inhibitors of PhoP regulon expression, primary screen, Salmonella Typhimurium, GFP reporter (AID 1863); actives 0.16% (n = 300,000); S. Typhimurium PhoP-regulated promoter GFP reporter, 4 h; higher % means a stronger effect; one-dose inhibition, % at 50 µM; IC50 in µM for titrated hits;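 active = inhibition over 29.93%, a cutoff 3 SD above the screen mean, later confirmed by dose response; inconclusive = inhibition over 29.93% but no dose response follow-up; inactive = inhibition at most 29.93% or unconfirmed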;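 note: 0% = low Mg2+ inducing control and 100% = high Mg2+ repressing control; strong numbers were not always called active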
CSM14.1 death rescue: rescue of cells from ER stress-induced death, primary screen, 384-well, CSM14.1, thapsigargin, ATP luminescence (AID 1222); 190,000 tested, under 10 active; CSM14.1 thapsigargin-induced death rescue, ATP luminescence; higher % means a stronger effect; one-dose cellular ATP content (survival), % at 20 µM; EC50 in µM for titrated hits;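 active = EC50 below 50 µM in the dose-response confirmation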;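 note: death triggered by thapsigargin at about 15 µM added after 2 h compound pretreatment; cell ATP read after overnight thapsigargin exposure of roughly 18 to 22 hours; normalized against plate controls of thapsigargin alone and 5% DMSO vehicle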
LYP phosphatase: inhibitors of LYP phosphatase, biochemical, fluorescence intensity, uHTS (AID 1779); recombinant LYP phosphatase, fluorescence intensity; higher % means a stronger effect; inhibition, % at 11.5 µM; hits with a dose series show IC50 in µM; actives 0.054% (n = 290,000); in the data active = inhibition above about 50%;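 note: plate controls were vehicle with enzyme for no effect and no enzyme for full effect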
Rac1 GTP hydrolysis: MgcRacGAP GTPase-activating activity inhibitors, confirmation, biochemical, ADP Hunter fluorescence. inhibition, % at 30 µM; hits with a dose series show IC50 in µM. Rac GTPase-activating protein 1 (Homo sapiens). actives 0.6% (n = 340,000). AID 624330, 2012. MgcRacGAP-stimulated Rac1 GTP hydrolysis, ADP Hunter fluorescence; higher % means a stronger effect; GST-tagged Rac1 F28L mutant substrate;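 active = first-screen hits whose inhibition reached a set limit at any dose in the follow-up dose series; inconclusive = inhibition above the set first-screen limit but never retested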;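 note: fluorescence reports GDP produced by GAP-driven GTP hydrolysis; strong numbers were not always called active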
GPR35 arrestin U2OS: GPR35 antagonists blocking zaprinast-driven arrestin recruitment, primary screen, imaging, U2OS, beta-arrestin-GFP, zaprinast agonist (AID 2058); inhibition, % at 10 µM; hits with a dose series show IC50 in µM; U2OS GPR35 beta-arrestin-GFP translocation imaging, zaprinast antagonism; higher % means a stronger effect; actives 0.052% (n = 290,000);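 active = inhibition of at least 50% with at least 30 cells and total cytoplasm GFP at most 10,000,000; inconclusive = under 30 cells or total GFP of 10,000,000 plus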
RSV CPE inhibition: RSV antiviral activity via CPE protection, HEp-2 cells, primary 10 µM value included (AID 2391). HEp-2 cells, RSV-induced CPE inhibition; higher % means a stronger effect. CPE inhibition, % at 10 µM, or IC50 in µM where a hit was titrated. actives 0.13% (n = 310,000); in the data active = a potency from the dose series; inconclusive = CPE inhibition mostly from about 23% at the one dose, without a potency; inactive = the rest, 99 in 100 with CPE inhibition below about 21%; note: strong numbers were not always called active
NS5 inhibitors pilot replicate: further read-out of NS5 inhibitors, marked with its call; inhibition, %; measured here: pilot screen replicate inhibition
The depositor's hits bear a star; ? = inconclusive; . = not tested or not shown; & = joins results of further samples.

SMILES	Large T inhibition	NS5 inhibitors	West Nile antiviral	Salmonella PhoP GFP	CSM14.1 death rescue	LYP phosphatase	Rac1 GTP hydrolysis	GPR35 arrestin U2OS	RSV CPE inhibition	others
O=[N+]([O-])c1ccc(Oc2ccc(/C=N/O)cc2)nc1	-1%	3%	0.3%	8%	-3.4%	1%	4%	2%	3.1%
COc1ccc(NCc2ccc(OC)c(Cn3ccnc3)c2)c(OC)c1	?	-6%	-1.8%	10%	.	-9%	.	3%	-0.2%
Cc1ccccc1NC(=O)C1CCN(c2cnccn2)CC1	5%	-1%	0.0%	1%	0.6%	-1%	2%	5%	7.2%	NS5 inhibitors pilot replicate=3.3
Cc1cc(Nc2c(C)cccc2C)n2nc(C)nc2n1	-2%	4%	0.5%	7%	-0.6%	-4%	7%	19%	-0.8%
COc1ccc(C(=O)Nc2ccc3cn[nH]c3c2)c(OC)c1	-1%	-1%	0.0%	-3%	-1.0%	-7%	-3%	3%	-3.9%
Cn1ccnc1SCC(=O)NC1(C#N)CCCCC1	9%	-7%	.	-3%	.	.	6%	.	-1.4%
CCOc1ccc(NC(=S)Nc2cc(C)[nH]n2)cc1	11%	2%	-0.4%	-5%	-0.5%	-4%	9%	-22%	6.7%
COc1ccc(/C=N/NC(=O)c2sc3nc(C)cc(C)c3c2N)cc1	11%	-7%	0.0%	-1%	.	-9%	10%	4%	.
O=C(Nc1cccc2ccccc12)OCc1cncs1	1%	-2%	-0.8%	2%	0.7%	-8%	10%	10%	4.4%
CN(C)S(=O)(=O)CC12CCC(CC1=O)C2(C)C (stereo not drawn)	-2%	-3%	0.4%	-4%	1.7%	5%	8%	6%	1.5%
Cc1cccc2cc(/C=N/NC(=O)CN3CCOCC3)c(Cl)nc12	13%	7%	.	0%	0.2%	-4%	9%	13%	-0.5%
Cc1cccc(C(=O)NCC(=O)OCCOc2ccccc2Cl)c1	14%	-4%	.	8%	.	.	8%	.	-1.2%
COCCn1c(SCC(=O)NC2CCCC2)nc2cccnc21	1%	-7%	-0.2%	0%	-1.9%	2%	-2%	-13%	2.6%
O=C(COC(=O)COc1cccc(C(F)(F)F)c1)NC1CCCC1	56%	1%	.	-15%	.	.	13%	.	0.5%
O=C(CSc1nnc(-c2ccncc2)n1Cc1ccccc1)Nc1nccs1	12%	-7%	-0.2%	-5%	-0.3%	3%	5%	0%	1.2%
CCC1C(=O)N=C(SCC(=O)Nc2ccc(C(=O)OC)cc2)NC1=O (stereo not drawn)	1%	-5%	-0.6%	1%	-1.2%	-12%	2%	9%	-1.2%
COc1ccc(CNC(=O)CCC(=O)Nc2ccc(Cl)cc2)cc1	1%	-4%	-0.3%	-1%	.	-5%	7%	11%	3.5%	NS5 inhibitors pilot replicate=-1.2
OC(COc1c(Cl)cc(Cl)cc1Cl)CN1CCCCC1 (stereo not drawn)	-4%	0%	-0.5%	8%	.	-5%	6%	-8%	-2.3%
Cc1[nH]c(=O)[nH]c(=O)c1/C=N\NC(=O)CCc1ccc(OC(C)C)cc1	8%	.	-0.8%	9%	-2.5%	-3%	.	-10%	1.7%
O=C(NCc1ccncc1)c1cccc(S(=O)(=O)Nc2ccc(SC(F)F)cc2)c1	35%	4%	.	-1%	.	.	13%	.	8.1%
Cc1cc(-c2ccccc2)nc(N(C)NC(=O)c2c(F)cccc2F)c1S(C)(=O)=O	2%	-4%	-0.1%	-2%	-1.2%	-9%	0%	5%	4.9%
O=C1C(Cl)=C(NCCN2CCOCC2)C(=O)c2ccccc21	29%	5%	-0.5%	2%	.	-7%	8%	-5%	2.5%
CCOC(=O)Cc1csc(NC(=O)CN(C)S(=O)(=O)c2ccc3c(c2)CCC(=O)N3)n1	.	-3%	0.3%	.	-1.4%	-6%	2%	-6%	0.1%
Cc1cc([N+](=O)[O-])nn1CC(=O)NCCc1c[nH]c2ccccc12	10%	5%	-0.4%	-3%	0.6%	-2%	7%	-14%	0.9%
CCOC(=O)CC1C(=O)NCCN1C(=O)c1cc2c(=O)n3ccccc3nc2s1 (stereo not drawn)	4%	.	.	14%	-2.6%	-25%	.	14%	1.4%
CC(C)(C)c1ccc(S(=O)(=O)N2CCc3nc4ccccc4c(C(=O)O)c3C2)cc1	23%	-5%	0.1%	-6%	.	-2%	-5%	10%	1.3%
CSCC(=O)N1CCC(n2nccc2NC(=O)CCc2ccccc2)CC1	10%	-13%	1.1%	3%	.	-5%	11%	2%	1.0%
COc1ccc(CCC(C)N2CCC(CO)(Cc3ccccc3)CC2)cc1 (stereo not drawn)	14%	-1%	-1.3%	9%	.	-7%	-1%	2%	-3.0%
ONC=Nc1cccc2nonc12	8%	3%	0.1%	5%	0.0%	-4%	4%	-4%	3.1%
O=C(Nc1ccc2c(c1)OCCO2)c1ccc2ccccc2n1	3%	-9%	-0.6%	-2%	.	1%	8%	-12%	2.0%
CCn1c(CNC(=O)C23CC4CC(CC(C4)C2)C3)nnc1SCC(=O)Nc1nnc(C)s1	4%&12%	-6%	-0.1%	0%	-0.1%	-5%	10%	-33%	0.9%
CC(=O)OCCNc1cc(SCc2ccco2)c2nonc2c1[N+](=O)[O-]	23%	42%	-0.2%	7%	-2.0%	2%	15%	-21%	3.5%
COc1cc(NC(=O)c2cccs2)c(OC)cc1NC(=O)Nc1ccc(F)cc1	13%	-3%	1.8%	-2%	.	-1%	5%	4%	5.9%
O=C1[C@@H]2[C@@H]3C[C@@H]([C@H]4ON=C(c5ccc(Cl)cc5Cl)[C@@H]34)[C@@H]2C(=O)N1C1CCCCC1	4%	0%	-1.2%	4%	10%	8%	6%	-13%	18%
O=c1cc(O)c(-c2ccc(Cl)cc2)c(Cl)[nH]1	19%	11%	0.1%	-8%	.	-7%	6%	4%	9.3%
C=CCn1c(=O)c2ccccc2n2c(SCC(=O)NCCc3ccccc3)nnc12	12%	1%	0.2%	3%	-0.6%	-1%	6%	1%	0.9%
Cc1ccc(NC2CCCN(C(=O)CCc3ccncc3)C2)cc1C (stereo not drawn)	18%	-1%	-1.0%	1%	.	-13%	14%	-12%	0.6%
COc1cc(C(=O)OCc2cc(=O)c(O)co2)ccc1OC(F)F	1%	-8%	-0.6%	1%	.	-7%	4%	-7%	3.7%
CCC(=O)N1CCN(c2ccc(NC(=O)c3ccc([N+](=O)[O-])o3)cc2Cl)CC1	11%	-3%	-2.0%	3%	-2.2%	-2%	0%	-20%	.
COc1ccc(N(C(=O)CNC(=O)c2ccco2)C(C(=O)NC2CCCC2)c2ccc(C)o2)cc1 (stereo not drawn)	0%	-13%	-0.3%	3%	.	-6%	3%	12%	0.4%

13 entries from above, sorted by number of heavy atoms, smallest number first.
SMILES	Large T inhibition	NS5 inhibitors	West Nile antiviral	Salmonella PhoP GFP	CSM14.1 death rescue	LYP phosphatase	Rac1 GTP hydrolysis	GPR35 arrestin U2OS	RSV CPE inhibition	others
ONC=Nc1cccc2nonc12	8%	3%	0.1%	5%	0.0%	-4%	4%	-4%	3.1%
O=c1cc(O)c(-c2ccc(Cl)cc2)c(Cl)[nH]1	19%	11%	0.1%	-8%	.	-7%	6%	4%	9.3%
O=C1C(Cl)=C(NCCN2CCOCC2)C(=O)c2ccccc21	29%	5%	-0.5%	2%	.	-7%	8%	-5%	2.5%
O=C(Nc1ccc2c(c1)OCCO2)c1ccc2ccccc2n1	3%	-9%	-0.6%	-2%	.	1%	8%	-12%	2.0%
Cc1cc([N+](=O)[O-])nn1CC(=O)NCCc1c[nH]c2ccccc12	10%	5%	-0.4%	-3%	0.6%	-2%	7%	-14%	0.9%
Cc1ccc(NC2CCCN(C(=O)CCc3ccncc3)C2)cc1C (stereo not drawn)	18%	-1%	-1.0%	1%	.	-13%	14%	-12%	0.6%
CC(=O)OCCNc1cc(SCc2ccco2)c2nonc2c1[N+](=O)[O-]	23%	42%	-0.2%	7%	-2.0%	2%	15%	-21%	3.5%
COc1ccc(CCC(C)N2CCC(CO)(Cc3ccccc3)CC2)cc1 (stereo not drawn)	14%	-1%	-1.3%	9%	.	-7%	-1%	2%	-3.0%
CCC(=O)N1CCN(c2ccc(NC(=O)c3ccc([N+](=O)[O-])o3)cc2Cl)CC1	11%	-3%	-2.0%	3%	-2.2%	-2%	0%	-20%	.
O=C1[C@@H]2[C@@H]3C[C@@H]([C@H]4ON=C(c5ccc(Cl)cc5Cl)[C@@H]34)[C@@H]2C(=O)N1C1CCCCC1	4%	0%	-1.2%	4%	10%	8%	6%	-13%	18%
C=CCn1c(=O)c2ccccc2n2c(SCC(=O)NCCc3ccccc3)nnc12	12%	1%	0.2%	3%	-0.6%	-1%	6%	1%	0.9%
CCOC(=O)Cc1csc(NC(=O)CN(C)S(=O)(=O)c2ccc3c(c2)CCC(=O)N3)n1	.	-3%	0.3%	.	-1.4%	-6%	2%	-6%	0.1%
CCn1c(CNC(=O)C23CC4CC(CC(C4)C2)C3)nnc1SCC(=O)Nc1nnc(C)s1	4%&12%	-6%	-0.1%	0%	-0.1%	-5%	10%	-33%	0.9%

The listing continues:
SMILES	Large T inhibition	NS5 inhibitors	West Nile antiviral	Salmonella PhoP GFP	CSM14.1 death rescue	LYP phosphatase	Rac1 GTP hydrolysis	GPR35 arrestin U2OS	RSV CPE inhibition	others
NC(=O)c1ncn([C@@H]2O[C@H](CO)[C@@H](O)[C@H]2O)c1O	4%	-13%	-0.9%	2%	-0.7%	-3%	2%	19%	1.6%
Cc1cc(=O)c2cc3nc(-c4cccnc4)oc3c(Br)c2o1	12%	.	-0.1%	7%	.	0%	.	4%	1.4%
O=C(O)/C=C/c1ccc2c(-c3ccccc3)onc2c1	-1%	-3%	-0.7%	20%	-3.1%	-10%	7%	-3%	-0.8%
CC(=O)c1ccc(OCC(=O)N(CCC2=CCCCC2)c2c(N)n(Cc3ccccc3)c(=O)[nH]c2=O)cc1	12%	-7%	.	17%	.	.	6%	.	-1.2%
COc1ccc(C(C)=O)c(OC(=O)c2ccco2)c1	2%	-6%	0.0%	-5%	-0.6%	-9%	6%	-15%	1.0%
Cc1cc(SCC(=O)OCC(=O)N2CCCC2=O)c(C)cc1Br	7%	-2%	.	2%	.	.	6%	.	-0.4%
CC1CCN(C(=S)c2cccc(O)c2)CC1	17%	0%	0.3%	2%	-0.4%	-6%	4%	-2%	1.4%
CCCCNC(=O)Nc1c(C)cc(SC#N)cc1C	9%	14%	-0.5%	0%	1.4%	-7%	18%	8%	0.8%

Compounds as they come, and some 1.5% of all compounds hit somewhere here.
